Compound activity from PubChem.
Bfl-1 displacement = displacement of Bid BH3 peptide from Bfl-1 – biochemical, fluorescence polarization, FITC-Bid, mouse, primary screen (AID 432); one-dose displacement, % at 20 µM; IC50 in µM for titrated hits; hit rate 0.02% among 64,000; FITC-Bid BH3 peptide fluorescence polarization displacement; higher % means a stronger effect; in the data active means a potency from the dose series; inactive means the rest, 99 in 100 with displacement below about 15%; further: strong numbers were not always called active
Spn DPM-DC inh = inhibitors of Streptococcus pneumoniae diphosphomevalonate decarboxylase; purified DPM-DC, PK/LDH coupled NADH fluorescence; calls only at 10 µM; hit rate 0.49% among 65,000; AID 556;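 active means the 320 compounds with the highest percent inhibition in the single-dose primary screen, excluding strongly autofluorescent ones, cut at about 32% in these data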;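 further: kinetic rate of NADH fluorescence loss reporting ADP formed by the decarboxylase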
HT1080 viability = cytotoxicity in HT1080 fibrosarcoma cells, cell-based, fluorescence readout (AID 620) | HT1080 viability, fluorescence; higher % means a stronger effect | cytotoxicity, % at 10 µM; hits with a dose series show EC50 in µM | hit rate 0.42% among 87,000;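 further: cells exposed to compound overnight then 4 h with Alamar Blue; 0% = vehicle DMSO and 100% = killing control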
LYP inhibition = LYP phosphatase inhibitors, primary screen, biochemical, DiFMUP fluorescence, recombinant catalytic domain, 10 µM (AID 606); 52,000 tested, under 10 active; recombinant LYP catalytic domain, DiFMUP fluorescence; higher % means a stronger effect; inhibition, % at 10 µM, or IC50 in µM where a hit was titrated;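 active means IC50 under 40 µM in the dose-response test; inactive means IC50 of 40 µM or more, or never dose-tested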
TNAP inhibition = inhibition of tissue-nonspecific alkaline phosphatase – biochemical, luminescent (AID 518); purified TNAP enzyme, luminescent substrate readout; higher % means a stronger effect; inhibition, % at 20 µM, or IC50 in µM where a hit was titrated; hit rate 0.09% among 64,000; in the data active means a potency from the dose series; inactive means the rest, 99 in 100 with inhibition below about 22%;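 further: plate controls were vehicle for no effect and reference inhibitor for full effect; many of its hits are not listed in these tables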
HPDE-C7 cytotoxicity = cytotoxicity in HPDE-C7 cells, cell-based, fluorescence, HTS (AID 430); one-dose cytotoxicity, % at 10 µM; EC50 in µM for titrated hits; HPDE-C7 pancreatic duct cells viability, fluorescence; higher % means a stronger effect; hit rate 1.8% among 63,000;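 further: cells exposed to compound for 48 hours before viability readout; 0% = vehicle and 100% = reference cytotoxic drug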
Spn PMK inh = S. pneumoniae PMK inhibition; hit rate 0.49% among 65,000; inhibition, % at 10 µM; purified PMK, PK/LDH-coupled NADH absorbance 340 nm;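 active means top-ranked compounds by inhibition in the single 10 µM screen, taking a fixed number of the strongest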;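 further: 0% = full reaction with DMSO carrier and 100% = background rate without enzyme reaction; no value below 0 was filed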
Spn MK inh = S. pneumoniae mevalonate kinase inhibition; inhibition, % at 10 µM; purified MK, PK/LDH-coupled NADH absorbance 340 nm; hit rate 0.48% among 65,000;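 active means ranked among the strongest by inhibition in the single 10 µM screen, a fixed top-ranked set picked for dose follow-up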; further: no value below 0 was filed
KRASV12 cytotoxicity = viability loss of HPDE-C7K cells – cell-based, fluorescence, HTS, primary screen (AID 431); HPDE-C7K KRASV12 cells, Alamar Blue viability, 48 h; higher % means a stronger effect; cytotoxicity, % at 10 µM; hits with a dose series show EC50 in µM; hit rate 1.7% among 63,000;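 active means compounds whose percent cytotoxicity in the single-dose primary screen, scaled between solvent and toxic-drug controls, exceeds 50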;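 further: 0% = DMSO solvent wells and 100% = doxorubicin-treated wells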
Spn PMK inh pilot replicates = recorded beside Spn PMK inh, whose call it bears; inhibition, %; measured here: pilot screen replicates
Spn MK inh pilot replicates = recorded beside Spn MK inh, whose call it bears; inhibition, %; measured here: pilot screen replicates
Spn DPM-DC inh pilot screen % = also measured in Spn DPM-DC inh; calls as there; inhibition, %; measured here: pilot screen trials
* = called active by the depositor; i = inactive; . = no result given. Unless noted, no stated cut-off is given here; in the data, active means cytotoxicity above about 50%; inactive means the rest.

SMILES	Bfl-1 displacement	Spn DPM-DC inh	HT1080 viability	LYP inhibition	TNAP inhibition	HPDE-C7 cytotoxicity	Spn PMK inh	Spn MK inh	KRASV12 cytotoxicity	others
Cc1nc2c(C(=O)NCc3ccc4c(c3)OCO4)c[nH]n2c(=O)c1Cl	5%	i	1%	10%	8%	0%	19	2	2%
CCn1c(=NC(=O)CN2C(=O)CCC2=O)sc2c(C)cc(C)cc21	-4%	i	5%	5%	10%	-4%	14	6	-14%
O=C(NCc1ccc2c(c1)OCO2)c1c[nH]c2ccc(S(=O)(=O)N3CCOCC3)cc2c1=O	1%	i	-3%	-2%	3%	13%	17	2	7%
COc1ccc2cc(C(=O)NC3CCCCC3)c(=O)oc2c1	0%	.	0%	3%	9%	-6%	3	10	4%
Cc1nn(-c2ccccc2)c2[nH]c(=O)c(CNCc3ccc4c(c3)OCO4)cc12	0%	i	2%	.	0%	-2%	12	4	-10%
CCCc1[nH]n(-c2nc3ccccc3s2)c(=O)c1C=NCCN1CCOCC1	-5%	i	-8%	.	9%	9%	8	8	24%
O=C(NCCN=C1NS(=O)(=O)c2ccccc21)c1ccc2nccnc2c1	-3%	i	-4%	-19%	13%	4%	9	0	8%
CCOC(=O)C(C)Oc1nc(Oc2ccccc2)nc(N(C)C)n1 (stereo not given)	-6%	i	-6%	-22%	11%	6%	10	7	6%
CCc1cc(=O)oc2c(C)c(O)c(CN3CCCCC3)cc12	-5%	.	7%	.	6%	-10%	8	10	2%
COc1ccc2nc(SCC(=O)N(C)C3CCCCC3)c(C#N)cc2c1	-8%	i	-3%	.	9%	1%	8	14	4%
CCCC(=O)Nc1cc(OCC)c(NC(=O)NC2CCCCC2)cc1OCC	1%	i	5%	.	-5%	-16%	9	2	-8%
Cc1cc(C(=O)CSc2nnnn2C)c(C)n1-c1ccc2c(c1)OCCO2	-2%	i	13%	3%	-2%	-12%	17	2	4%
CCOC(=O)N1CCN(c2c(-c3ccc(C)c(C)c3)c(=O)c2=O)CC1	-6%	i	6%	.	6%	-12%	10	7	4%
CCOC(=O)C(C#N)C(c1cccnc1)c1c(C)[nH][nH]c1=O (stereo not given)	-3%	i	-5%	-9%	19%	7%	15	3	-1%	Spn PMK inh pilot replicates=0.5;Spn MK inh pilot replicates=0.0;Spn DPM-DC inh pilot screen %=0.0
CCCCn1c(=O)n(C)c(=O)c2c3c(sc21)COC(C)(C)C3	0%	i	-12%	9%	7%	3%	5	5	-6%
CCSc1ccccc1C(=O)Nc1cccnc1	-2%	i	0%	2%	8%	5%	0	0	2%
CCOc1ccc(N(CC(=O)N2CCc3ccccc32)S(=O)(=O)c2c(C)noc2C)cc1	-1%	i	8%	10%	-1%	-27%	10	11	-10%
COC(=O)c1ccccc1S(=O)(=O)NC(=O)c1ccccc1	-2%	i	10%	4%	15%	10%	0	0	6%	Spn PMK inh pilot replicates=4.0;Spn MK inh pilot replicates=2.0;Spn DPM-DC inh pilot screen %=1.0
CCOC(=O)c1csc(NC(=O)c2ccccc2)n1	-8%	i	9%	-8%	9%	-12%	0	0	0%
CCCCN(C)Cc1c(C)[nH]c2ccc(Cl)cc2c1=O	-1%	i	4%	-9%	6%	1%	6	0	0%
Cn1c(Cn2c(=O)sc3ccccc32)nnc1SCC(=O)NCCc1ccccc1	-2%	i	-1%	-6%	-3%	-1%	7	0	5%
Cc1cc(NC(=O)c2cc(-c3cccs3)on2)nn1Cc1ccc(Cl)cc1	-2%	i	-4%	16%	-1%	-8%	13	5	-4%
CC1CCN(C(=O)CSc2ccc3nnc(-c4ccc(F)cc4)n3n2)CC1	-3%	i	-8%	-3%	8%	-7%	12	1	-9%
C(#Cc1ccccc1)Cn1nnc2ccccc21	-1%	i	-4%	5%	10%	-19%	3	2	-28%	Spn PMK inh pilot replicates=0.0;Spn MK inh pilot replicates=0.5;Spn DPM-DC inh pilot screen %=3.5
O=C(c1ccc(Cl)cc1)N1CCN(C(=O)c2ccco2)CC1	1%	i	.	0%	7%	-1%	0	7	-9%

Pulled by structure from above (2):
SMILES	Bfl-1 displacement	Spn DPM-DC inh	HT1080 viability	LYP inhibition	TNAP inhibition	HPDE-C7 cytotoxicity	Spn PMK inh	Spn MK inh	KRASV12 cytotoxicity	others
CCCc1[nH]n(-c2nc3ccccc3s2)c(=O)c1C=NCCN1CCOCC1	-5%	i	-8%	.	9%	9%	8	8	24%
CCCCN(C)Cc1c(C)[nH]c2ccc(Cl)cc2c1=O	-1%	i	4%	-9%	6%	1%	6	0	0%

The results go on:
SMILES	Bfl-1 displacement	Spn DPM-DC inh	HT1080 viability	LYP inhibition	TNAP inhibition	HPDE-C7 cytotoxicity	Spn PMK inh	Spn MK inh	KRASV12 cytotoxicity	others
Cc1cccc(Cn2c(SCCO)nc3c2c(=O)n(C)c(=O)n3C)c1	1%	i	-16%	1%	12%	10%	12	10	2%
COc1ccc(Br)cc1C(=O)Nc1cccc(-c2nnc(-c3ccco3)o2)c1	19%	i	3%	17%	14%	14%	0	5	25%
Cc1sc2nc(C(C)Sc3nnc(C)n3-c3ccccc3)[nH]c(=O)c2c1C (stereo not given)	4%	i	7%	7%	11%	-20%	17	9	-15%
C#CCSc1nnc(-c2cccc3ccccc23)o1	4%	i	2%	11%	23%	2%	8	2	11%
COc1cc2c(cc1OC)CN(C(=O)c1ccc(OC)c(S(=O)(=O)N3CCOCC3)c1)CC2	2%	i	-4%	.	6%	0%	10	0	-1%
c1ccc(CCc2nc(-c3ccncc3)no2)cc1	-3%	i	-6%	-2%	14%	1%	0	0	-8%
Cc1cccc2cc(C#N)c(SCC(=O)N3CC(=O)Nc4ccccc43)nc12	-11%	i	62%*	-19%	6%	53%*	2	8	65%*
COc1ccc(-c2nnc(N)s2)cc1	-6%	i	-1%	-1%	6%	4%	9	5	0%
Cc1ccc2c(c1)CCCN2C(=O)c1ccc2c(c1)OCO2	0%	i	17%	.	5%	-14%	14	2	-9%	Spn PMK inh pilot replicates=4.5;Spn MK inh pilot replicates=0.0;Spn DPM-DC inh pilot screen %=0.0
Cn1nnnc1SCC(=O)N1CCN(c2cccc(Cl)c2)CC1	-4%	i	-2%	.	12%	4%	0	1	14%	Spn PMK inh pilot replicates=4.0;Spn MK inh pilot replicates=3.0;Spn DPM-DC inh pilot screen %=0.0
C=C(C)Cn1c(CCNC(=O)CCC)nc2ccccc21	8%	i	-8%	15%	4%	-9%	0	6	-9%
CC(NC(=O)Nc1nnc(C(F)(F)F)s1)N1C(=O)C2C3C=CC(C3)C2C1=O (stereo not given)	-3%	i	-5%	.	0%	-9%	11	3	1%
COc1ccc(-c2noc(CN3CCN(c4ccccc4)CC3)n2)cc1	2%	i	2%	3%	7%	-7%	8	5	6%
COC(=O)c1[nH]c2ccc(C)cc2c1NC(=O)CN1CCc2cc(OC)c(OC)cc2C1	-3%	i	17%	16%	7%	.	15	10	.
COc1ccc(C(=O)Nc2ccc(Cl)cn2)cc1Cl	-2%	i	5%	8%	17%	-13%	9	9	-4%
COc1ccc(CN2CCN(C(=O)CN3C(=O)C4C5C=CC(C5)C4C3=O)CC2)c(OC)c1OC (stereo not given)	2%	i	-3%	16%	-1%	-8%	19	7	2%
CC(C)COc1ccc(C(=O)NC(CC(C)C)C(=O)O)cc1 (stereo not given)	-5%	i	2%	-1%	-6%	-9%	0	5	-23%
CCOc1ccccc1C1CC(=O)Nc2cc3c(cc21)OCCO3 (stereo not given)	-11%	i	68%*	1%	11%	51%*	18	3	49%
Cc1nn(Cc2nc(-c3cccs3)no2)c(C)c1Br	3%	i	-15%	-11%	10%	-1%	9	3	9%
Cc1cccc(NC(=O)CSc2n[nH]c(-c3ccncc3)n2)c1	2%	i	-12%	.	8%	-12%	14	0	-6%
CC(C)C(C(=O)OCC(=O)c1ccc2c(c1)NC(=O)CO2)N1C(=O)c2ccccc2C1=O (stereo not given)	-1%	i	0%	.	2%	-14%	14	1	-15%
C=CCOc1ccc2ccccc2c1CNc1ncn[nH]1	-7%	i	0%	-5%	-12%	6%	5	7	-1%
COc1cc(C(c2sc3nc(C)nn3c2O)N2CCOCC2)cc(OC)c1OC (stereo not given)	-3%	i	-3%	5%	1%	-4%	7	0	-6%
CCc1ccc(C(=O)Nc2nnn(CC)n2)cc1	-3%	i	-1%	6%	4%	-15%	9	9	-24%
CCOC(=O)N1CCC(NC(=O)C(C)n2c3ccccc3c3cnn(C)c(=O)c32)CC1 (stereo not given)	-2%	i	0%	10%	11%	-15%	18	0	0%
CCc1nnc(NC(=O)CSc2nc(C)c3c(c2C#N)CCCC3)s1	-7%	i	36%	3%	5%	76%*	12	10	75%*
COC(=O)c1ccccc1NC(=O)c1ccco1	-8%	i	19%	.	11%	2%	9	13	8%
C=CCn1c(Cc2cccs2)nnc1SCC(=O)Nc1cccc(OC)c1	0%	i	27%	.	8%	3%	1	12	2%

Entries shown so far that have fluorine, in the order listed:
SMILES	Bfl-1 displacement	Spn DPM-DC inh	HT1080 viability	LYP inhibition	TNAP inhibition	HPDE-C7 cytotoxicity	Spn PMK inh	Spn MK inh	KRASV12 cytotoxicity	others
CC1CCN(C(=O)CSc2ccc3nnc(-c4ccc(F)cc4)n3n2)CC1	-3%	i	-8%	-3%	8%	-7%	12	1	-9%
CC(NC(=O)Nc1nnc(C(F)(F)F)s1)N1C(=O)C2C3C=CC(C3)C2C1=O (stereo not given)	-3%	i	-5%	.	0%	-9%	11	3	1%

Some of these compounds in order of SMILES length, highest first.
SMILES	Bfl-1 displacement	Spn DPM-DC inh	HT1080 viability	LYP inhibition	TNAP inhibition	HPDE-C7 cytotoxicity	Spn PMK inh	Spn MK inh	KRASV12 cytotoxicity	others
COC(=O)c1[nH]c2ccc(C)cc2c1NC(=O)CN1CCc2cc(OC)c(OC)cc2C1	-3%	i	17%	16%	7%	.	15	10	.
Cc1cccc(Cn2c(SCCO)nc3c2c(=O)n(C)c(=O)n3C)c1	1%	i	-16%	1%	12%	10%	12	10	2%
Cc1cccc(NC(=O)CSc2n[nH]c(-c3ccncc3)n2)c1	2%	i	-12%	.	8%	-12%	14	0	-6%
Cc1ccc2c(c1)CCCN2C(=O)c1ccc2c(c1)OCO2	0%	i	17%	.	5%	-14%	14	2	-9%	Spn PMK inh pilot replicates=4.5;Spn MK inh pilot replicates=0.0;Spn DPM-DC inh pilot screen %=0.0
Cc1nn(Cc2nc(-c3cccs3)no2)c(C)c1Br	3%	i	-15%	-11%	10%	-1%	9	3	9%
CCc1ccc(C(=O)Nc2nnn(CC)n2)cc1	-3%	i	-1%	6%	4%	-15%	9	9	-24%
